TEAD-YAP block: TEAD-YAP interaction inhibition | inhibition, % at 9.12 µM | HEK-TIYL cells, TEAD-Gal4/YAP UAS-luciferase luminescence | 640,000 tested, 1.4% active; in the data active = inhibition above about 32%;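 also: 0% = median of test compound wells and 100% = reference inhibitor wells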
GPR151 ag: activators of human GPR151; PathHunter beta-arrestin GPR151 cells, luminescence; activation, % at 11.2 µM; 650,000 tested, 1% active; Q8TDV0; AID 1508602; in the data active = activation above about 4.9%;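 also: 0% = median of compound wells and 100% = cells with positive control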
Target sequence (Q8TDV0 whole entry, looked up): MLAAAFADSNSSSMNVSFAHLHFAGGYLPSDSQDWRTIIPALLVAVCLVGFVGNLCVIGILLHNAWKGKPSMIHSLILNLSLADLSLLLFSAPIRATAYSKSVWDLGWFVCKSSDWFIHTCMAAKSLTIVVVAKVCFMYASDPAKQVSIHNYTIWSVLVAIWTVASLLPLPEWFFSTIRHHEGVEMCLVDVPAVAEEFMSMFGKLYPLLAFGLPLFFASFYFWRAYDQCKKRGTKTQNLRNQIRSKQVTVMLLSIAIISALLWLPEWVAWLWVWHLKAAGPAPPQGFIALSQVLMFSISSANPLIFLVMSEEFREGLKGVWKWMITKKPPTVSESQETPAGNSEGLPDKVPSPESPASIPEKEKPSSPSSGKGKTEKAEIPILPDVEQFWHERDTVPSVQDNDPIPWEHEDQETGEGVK
FBW7 act: activators of human E3 ligase FBW7; Q969H0; AlphaScreen FBW7–phospho-cyclin E peptide binding, activator screen; normalized activity (activation), % at 26.1 µM; 650,000 tested, 0.13% active; in the data active = normalized activity above about 1.9%;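 also: purified mutant Fbw7 with reduced substrate affinity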
Target sequence (Q969H0 whole entry, looked up): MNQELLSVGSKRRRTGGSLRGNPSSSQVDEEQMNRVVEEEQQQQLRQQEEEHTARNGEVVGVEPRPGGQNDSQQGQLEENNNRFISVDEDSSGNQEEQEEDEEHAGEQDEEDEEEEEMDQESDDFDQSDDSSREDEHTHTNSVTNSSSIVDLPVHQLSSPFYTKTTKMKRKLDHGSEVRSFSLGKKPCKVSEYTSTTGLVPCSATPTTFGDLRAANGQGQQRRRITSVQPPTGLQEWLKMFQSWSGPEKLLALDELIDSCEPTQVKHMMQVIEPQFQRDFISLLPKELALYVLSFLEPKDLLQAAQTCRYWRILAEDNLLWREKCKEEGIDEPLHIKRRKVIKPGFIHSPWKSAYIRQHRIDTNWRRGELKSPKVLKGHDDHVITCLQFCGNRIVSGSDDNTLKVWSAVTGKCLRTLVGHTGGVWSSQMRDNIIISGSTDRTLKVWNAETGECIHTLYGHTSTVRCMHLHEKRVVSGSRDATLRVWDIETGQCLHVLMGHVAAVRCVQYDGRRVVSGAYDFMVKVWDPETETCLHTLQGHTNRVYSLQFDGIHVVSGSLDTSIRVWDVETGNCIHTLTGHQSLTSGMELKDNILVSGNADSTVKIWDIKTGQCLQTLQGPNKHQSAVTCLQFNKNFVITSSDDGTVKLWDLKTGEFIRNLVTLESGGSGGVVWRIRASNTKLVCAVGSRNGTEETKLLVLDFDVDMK
MITF primary: human MITF inhibition, primary screen; O75030; AlphaScreen MITF homodimerization, bead proximity signal; inhibition, % at 2.6 µM; 650,000 tested, 0.91% active; in the data active = inhibition above about 50%;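 also: 0% = vehicle wells with protein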
The depositor's hits bear a star; / = no result given. Not a hit list; overall some 3.4% were active at least once.

SMILES	TEAD-YAP block	GPR151 ag	FBW7 act	MITF primary
CCCCOc1ccc(C(O)(CC)CCN2CCCCC2)cc1 (stereo not given)	19	0.7	0.0	-1
NCCCNC(=O)c1ccc2ccccc2c1O	-27	-1.0	-0.2	-10
O=C(CN1Cc2ccccc2C1=O)Nc1cccnc1	-4	-0.2	0.1	9
C=CCNC(=O)c1cc(-c2cccc(OC)c2)on1	-27	-1.1	0.0	10
O=CN(C(=O)c1ccccc1)c1ccccc1NC(=O)c1ccccc1	-5	0.3	-0.1	14
COc1ccc(C2=NN(C(=O)CSc3nc4ccccc4s3)C(c3ccc(F)cc3)C2)cc1 (stereo not given)	-5	0.4	0.0	3
CN(Cc1ccccc1)S(=O)(=O)c1ccc2c(c1)n(C)c(=O)c(=O)n2C	-2	-0.9	0.0	-4
Cc1ccc(S(=O)(=O)NCc2ccc(/C=C(/C#N)C(=O)NCCc3ccccc3)o2)cc1	-2	0.1	-0.2	13
O=C(CCC(=O)c1ccc(Cl)cc1)OCC(=O)c1ccc(Br)cc1	-1	-0.7	0.0	-14
COc1cc2nc(Nc3cccc(N(C)C)c3)nc(NCc3ccccc3)c2cc1OC	21	0.6	-0.1	16
COc1cccc(CNC(=O)C2CCCc3sc(NC(=O)c4ccccc4)nc32)c1 (stereo not given)	-4	5.2*	0.1	9
CC1(C)NC(=O)N(CCN2C(=O)c3ccccc3C2=O)C1=O	1	1.0	0.0	7
CCCSC1=C(C#N)C(c2ccc(F)cc2)CC(=O)N1 (stereo not given)	6	1.5	0.1	7
Cc1ccc(C(=O)N2CCC(C)CC2)cc1[N+](=O)[O-]	10	0.7	0.1	6
O=C1CCc2c(Cl)cc(Cl)c(O)c21	-2	-1.0	-0.1	-7
O=C(CCNc1ccc([N+](=O)[O-])cc1[N+](=O)[O-])OCC(=O)c1ccccc1	-3	1.3	0.4	23
COc1ccccc1C(=O)NNS(=O)(=O)c1ccc(C)cc1	-6	-1.1	-0.1	-13
C/C(CC(=O)Nc1ccccc1C#N)=N\NC(=O)c1ccncc1	6	0.7	1.9*	9
C=CCNC(=O)COc1c(C)cc(Br)cc1C	1	12*	-0.1	-10
COc1cccc(OC)c1C(=O)NNC(=O)c1cccc(Cl)c1	-4	0.0	0.2	1
CCOC(=O)C1CCN(C(=O)c2ccc(NC(=O)C3CCCO3)cc2)CC1 (stereo not given)	-4	0.6	-0.1	12
NC12CC3CC(C1)CC(N)(C3)C2	-5	1.3	-0.1	6
Cc1cc(NC(=O)C2CCN(C(=O)COc3ccccc3F)CC2)no1	-1	0.6	0.1	6
CCOC(=O)c1ccc(NC(=O)COc2ccc(C(=O)OC)cc2)cc1	15	-1.1	0.7	9
O=C1Cc2cc(S(=O)(=O)N3CCN(c4ccccc4)CC3)ccc2N1	1	-0.3	0.4	-4
O=C(NC1CCCCC1)c1c(NC(=O)C2CCCO2)sc2c1CCCC2 (stereo not given)	-5	-0.2	0.0	-4
CN(Cc1nc(-c2ccc3c(c2)OCO3)no1)C1CCCc2ccccc21 (stereo not given)	-20	6.7*	-0.2	-1
COc1ccc(N2CCN(C(=O)COc3ccc(C)cc3Br)CC2)cc1	-12	-1.0	-0.2	3
CCOC(=O)NCc1ccc2[nH]c(C)cc2c1	-18	1.0	0.0	7
CC(C)(C)C(=O)NCc1nc(-c2ccccc2)no1	-3	1.1	-0.1	3
CC1(C)CC(=O)C(C=NCCO)=C(O)C1	0	-1.7	-0.1	-7
CCCc1sc(Nc2ccc3ccccc3c2)nc1-c1ccc(Cl)c(Cl)c1	3	0.5	0.0	2
COC(=O)c1c(I)c2ccccc2n1S(C)(=O)=O	4	-1.4	0.2	11
COc1cc([N+](=O)[O-])ccc1NC(=O)COc1ccc(Br)cc1Cl	0	-0.7	0.1	9
CSc1nnc2c(n1)OC(C)Nc1ccccc1-2 (stereo not given)	5	0.3	0.1	8
CN1C(=O)c2ccccc2N(C)C1c1ccc(F)cc1 (stereo not given)	10	-0.7	0.1	11
COc1ccc(C2C3C(=O)N(c4cccc(C)c4)C(=O)C3ON2c2ccccc2C)cc1 (stereo not given)	4	-0.2	0.0	8
c1cncc(CCNc2ccc3ncc(-c4ccc5ccccc5c4)n3n2)c1	3	0.7	-0.3	10
Clc1cc2c(cc1Cl)OC(c1nc3ccc(-c4ccncc4)cc3[nH]1)CO2 (stereo not given)	-8	1.3	0.1	16
C=C(C)c1cccc(C(C)(C)NC(=O)Nc2nncs2)c1	1	-1.1	-0.2	7

Taken from the listing for reference:
SMILES	TEAD-YAP block	GPR151 ag	FBW7 act	MITF primary
COc1ccc(C2C3C(=O)N(c4cccc(C)c4)C(=O)C3ON2c2ccccc2C)cc1 (stereo not given)	4	-0.2	0.0	8
c1cncc(CCNc2ccc3ncc(-c4ccc5ccccc5c4)n3n2)c1	3	0.7	-0.3	10
Clc1cc2c(cc1Cl)OC(c1nc3ccc(-c4ccncc4)cc3[nH]1)CO2 (stereo not given)	-8	1.3	0.1	16
C=C(C)c1cccc(C(C)(C)NC(=O)Nc2nncs2)c1	1	-1.1	-0.2	7

Next results
SMILES	TEAD-YAP block	GPR151 ag	FBW7 act	MITF primary
C=CCOc1ccc(/C(O)=C2/C(=O)C(=O)N(CCN3CCOCC3)C2c2ccc(C(C)(C)C)cc2)c(C)c1 (stereo not given)	1	-0.6	0.0	-5
O=C(COc1ccc2oc3c(c2c1)CCCC3)Nc1ccccc1Cl	5	1.2	-0.2	-9
Oc1ccc(-c2cnn3c(N4CCC(O)CC4)ccnc23)cc1	52*	-0.8	-0.4	6
CC(=O)Nc1ccc(/C(C)=N/NC(=O)CSCc2ccccc2Cl)cc1	-1	-1.2	0.0	-8
O=C(Nc1ccnn1C1CCN(Cc2ccccn2)CC1)c1ccc2c(c1)OCO2	10	0.0	0.1	1
O=C(CCn1c(SCC(=O)N2CCCC2)nc2ccccc2c1=O)NCCc1ccccc1	2	1.2	-0.1	2
O=c1c2nnn(-c3ccc(F)cc3)c2ncn1Cc1ccccc1Cl	0	-0.7	-0.1	12
Cc1cc2nnc(SCC(=O)NCCc3ccccc3)n2c(N)n1	-10	1.0	-0.3	-3
CC(=O)NCCC(=O)Nc1cc(C(F)(F)F)cc(C(F)(F)F)c1	-3	-0.5	0.5	17
CC/C(O)=C(\C#N)c1nc2ccccc2[nH]1	3	-0.1	1.1	2
CC(=O)COC(=O)c1ccccc1S(=O)(=O)N1CCCCC1	4	2.2	-0.1	5
O=[N+]([O-])c1cccc(-c2n[nH]c(=S)n2-c2ccc(Oc3ccccc3)cc2)c1	6	-0.3	-0.1	5
c1csc(-c2[nH]ncc2CNC2CCCCC2)c1	3	5.1*	-0.1	-3
Cc1nnc2c(Nc3ccccc3Cl)nc3ccccc3n12	-2	0.5	0.7	16
CN(C(=O)c1c[nH]c2ccc(S(=O)(=O)N(C)CCC#N)cc2c1=O)C1CCCCC1	-3	-0.3	0.1	8
CCOc1ccc(C2c3[nH]c4ccccc4c3CCN2C(=O)c2cc3cc(Br)ccc3o2)cc1 (stereo not given)	-4	-1.4	0.0	17
COc1ccc(C2CC(=O)NC(SCC(=O)Nc3cccc(C)c3)=C2C#N)cc1 (stereo not given)	16	1.2	0.0	-11
CC(=O)NCC1CCC2(CCN(Cc3cccc(Oc4ccccc4)c3)CC2)O1 (stereo not given)	5	-1.1	-0.1	-1
COc1ccc(C2(CNC(=O)c3ccc(OC)c(OC)c3)CCOCC2)cc1	-11	0.1	-0.1	2
COC(=O)c1ccccc1NC(=O)c1cc(CC(C)C)on1	-9	-0.6	0.3	6

Some entries already given with just GPR151 ag and FBW7 act.
canonical_smiles	GPR151 ag	FBW7 act
c1csc(-c2[nH]ncc2CNC2CCCCC2)c1	5.1*	-0.1
Cc1nnc2c(Nc3ccccc3Cl)nc3ccccc3n12	0.5	0.7
CN(C(=O)c1c[nH]c2ccc(S(=O)(=O)N(C)CCC#N)cc2c1=O)C1CCCCC1	-0.3	0.1
CCOc1ccc(C2c3[nH]c4ccccc4c3CCN2C(=O)c2cc3cc(Br)ccc3o2)cc1 (stereo not given)	-1.4	0.0
COc1ccc(C2CC(=O)NC(SCC(=O)Nc3cccc(C)c3)=C2C#N)cc1 (stereo not given)	1.2	0.0
CC(=O)NCC1CCC2(CCN(Cc3cccc(Oc4ccccc4)c3)CC2)O1 (stereo not given)	-1.1	-0.1

Next records
SMILES	TEAD-YAP block	GPR151 ag	FBW7 act	MITF primary
O=C(CSc1nc2ccccc2c(=O)n1CCN1CCCC1)NC1CCCC1	5	0.9	0.1	1
CN=c1scc(C)n1/N=C/c1ccc(C#N)cc1	-35	1.9	-0.4	0
COc1ccccc1N1CCN(c2ncnc3sc(C(=O)Nc4ccc(F)cc4F)c(C)c23)CC1	13	1.1	0.1	7
O=C(CC(c1ccccc1)C(C(=O)c1ccccc1)C(Nc1ccccc1[N+](=O)[O-])c1ccccc1)c1ccccc1 (stereo not given)	6	-0.6	0.3	12
Cc1ccc(C(=O)Oc2coc(CSc3nnc(NC(=O)C4CC4)s3)cc2=O)cc1	0	-0.6	0.0	-1
COc1ccc(C(c2nnnn2CC2CCCO2)N2CCC(C(N)=O)CC2)cc1 (stereo not given)	-8	1.0	0.0	-2
NC(=O)/C(=N/O)C1=NC2(CCCCC2)Cc2ccccc21	-10	-0.7	0.0	3
CN(c1ccccc1)c1nnc(-c2ccc(NC(=O)c3ccc(F)cc3F)cc2)s1	-2	1.3	-0.1	0
Cc1ccc(Nc2nc3nonc3nc2N2CCCCC2)cc1C	10	-0.5	0.1	10
CC(Oc1ccc(C(C)C)cc1)C(=O)N(Cc1ccco1)C1CCS(=O)(=O)C1 (stereo not given)	3	-0.2	0.6	6
CC(C)C(=O)N1CC(=O)Nc2ccc(F)cc2C1c1ccccc1 (stereo not given)	9	1.0	0.0	14
CCOc1ccc(-n2nc(C(=O)N3CCN(c4ccccc4OC)CC3)c3ccccc3c2=O)cc1	8	0.9	0.4	7
COc1ccc(C2CC(=O)C3=C(C2)NC(=O)CC3c2ccc([N+](=O)[O-])cc2)cc1 (stereo not given)	-14	1.5	-0.1	-3
CNC(=S)NNc1ccc(C)c(Cl)c1	5	-0.4	-0.1	14
CCCCn1c(SCC(=O)Nc2nccs2)nc2ccccc2c1=O	-2	2.5	0.0	17
COC(=O)c1ccc(OCC2c3cc(OC)c(OC)cc3CCN2C(=O)c2ccc(Br)cc2)cc1 (stereo not given)	9	0.1	-0.1	-5
c1ccc(CSc2nncn3c2cc2occc23)nc1	-19	0.7	-1.3	2
COc1ccc(Cl)cc1NC(=O)CN1C(=O)CSC(C)C1=O (stereo not given)	2	-0.8	-0.2	4
O=C(O)c1ccc(NC(=O)c2cccc(N3C(=O)c4ccccc4C3=O)c2)cc1	-6	-1.4	0.0	4
O=C1CC(NNC(=O)c2cccc(F)c2)C(=O)N1 (stereo not given)	-23	0.9	0.0	9

Four entries drawn at random from those above:
SMILES	TEAD-YAP block	GPR151 ag	FBW7 act	MITF primary
O=C(O)c1ccc(NC(=O)c2cccc(N3C(=O)c4ccccc4C3=O)c2)cc1	-6	-1.4	0.0	4
c1ccc(CSc2nncn3c2cc2occc23)nc1	-19	0.7	-1.3	2
CNC(=S)NNc1ccc(C)c(Cl)c1	5	-0.4	-0.1	14
COc1ccc(Cl)cc1NC(=O)CN1C(=O)CSC(C)C1=O (stereo not given)	2	-0.8	-0.2	4

(continued)
SMILES	TEAD-YAP block	GPR151 ag	FBW7 act	MITF primary
CCCC(=O)Nc1nnc(COc2ccc(C)c(C)c2)s1	6	1.8	0.0	-1
CCC(=O)NCc1nc2ccccc2n1Cc1ccccc1Cl	-7	0.3	-0.3	-3
CCOc1ccc2c(c1)C(c1ccc(F)cc1)=NNC(c1cccnc1)=N2	-8	-0.6	0.0	15
CC(C)CNC(=O)COc1ccccc1C(C)(C)C	6	0.1	0.5	7
CCc1cccc(NC(=O)CN(c2ccc(C)cc2)S(=O)(=O)c2c(C)noc2C)c1	-5	-0.1	-0.1	-21
CCC(=O)NC(=S)Nc1ccc(NC(=O)c2cccc([N+](=O)[O-])c2C)cc1	16	3.9	0.1	17
CCc1[nH]nc2c1C1(CCOC1C)c1c(N)noc1-2 (stereo not given)	3	-1.5	0.1	7
CCCCOC(=O)c1ccc(N2C(=O)C3C4CCC(C4)C3C2=O)cc1 (stereo not given)	-3	0.5	-0.1	-3
CC(C)c1ccc(NC(=O)CSc2nc3[nH]ncc3c(=O)n2-c2cccc3ccccc23)cc1	16	1.8	-0.1	8
COc1cc(Cl)c(C)cc1NC(=O)CNc1cc([N+](=O)[O-])ccc1NCCO	9	-0.2	-0.1	7
O=C(COc1ccccc1Br)NCCc1nc2ccccc2[nH]1	-11	-0.5	-0.1	2
OCC1(CCOc2ccccc2)CCN(Cc2ccncc2)CC1	6	0.3	0.0	0
COC(=O)c1ccc(N2C(=O)c3ccc(C(=O)Nc4ccc([N+](=O)[O-])cc4)cc3C2=O)cc1	-61	0.2	-0.1	-10
N#Cc1ccccc1NC(=O)COc1ccccc1Cl	-24	-2.1	0.8	8
COc1cccc(N2C(=O)C(CC(=O)Nc3ccccc3)N(Cc3ccc(C)cc3)C2=O)c1 (stereo not given)	1	0.7	-0.1	-1
COc1ccc(CCNc2nc(-c3ccc(C(=O)N4CCN(C)CC4)cc3)nc3c2ncn3C(C)C)cc1	22	2.3	0.1	7
COc1ccc(C(CC(=O)O)NC(=O)c2cccs2)cc1 (stereo not given)	1	0.9	-0.2	-3
Cc1ccc(C)c(NC(=O)CCCC(=O)O)c1	3	1.2	-0.1	-6
CC(C)(C)n1cccc1/C=C1\C(=O)NC(=O)N(c2ccc3c(c2)OCO3)C1=O	9	-1.2	0.2	21
O=c1[nH]c(Cn2nnc(-c3ccccc3)n2)nc2c1nnn2Cc1ccccc1Cl	2	2.2	0.0	9
CCOC(=O)c1cc(C(=O)c2cc(F)ccc2O)coc1=N	7	0.3	-0.1	0
O[C@@H](c1cc(C(F)(F)F)nc2c(C(F)(F)F)cccc12)[C@H]1CCCCN1	/	1.0	0.4	-12

Compound activity (PubChem)
